Screens from PubChem.
PPC-1+TRAIL kill: compounds killing PPC-1 cancer cells with TRAIL present, primary screen, TRAIL potentiator project, ATPLite luminescence, uHTS. PPC-1 cells + TRAIL, ATPLite viability luminescence. cell killing (% activity), % at 4 µM. 220,000 compounds, 0.41% hits;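 active = cell killing above 50% in the first pass at 4 µM, then a duplicate retest at 5 µM averaging 50% or more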;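 note: plate controls were cells with TRAIL plus DMSO for no effect and medium-only wells lacking cells for full effect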
L929 necroptosis: inhibitors of zVAD-triggered necroptosis, primary screen, L929 cells | L929 zVAD necroptosis rescue, ATP luminescence, 24 h; with zVAD 60 µM | viability rescue, % at 10 µM | 220,000 compounds, 0.38% hits;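 active = activation, scaled between plate controls, above about 75%, limit read from the data; inactive = activation under that limit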;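 note: 0% = zVAD with DMSO and 100% = DMSO alone without zVAD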
Wee1 degr inh: Wee1 degradation inhibitors, primary screen, cell-based, HeLa, Wee1K328M-luciferase, luminescence | Wee1-like protein kinase (Homo sapiens), P30291 | HeLa Luc-Wee1K328M stability; 100% = proteasome inhibitor MG132 effect | reporter increase, % at 5 µM | 220,000 compounds, 1.2% hits;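 active = activation above the mean of all tested compounds plus 3 SD, set per screening run, cut at about 8.8% in these data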;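 note: cells exposed to compound for 20 h before luminescence read; 0% = DMSO alone and 100% = MG132 at 30 µM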
Target sequence (P30291 whole entry K328M): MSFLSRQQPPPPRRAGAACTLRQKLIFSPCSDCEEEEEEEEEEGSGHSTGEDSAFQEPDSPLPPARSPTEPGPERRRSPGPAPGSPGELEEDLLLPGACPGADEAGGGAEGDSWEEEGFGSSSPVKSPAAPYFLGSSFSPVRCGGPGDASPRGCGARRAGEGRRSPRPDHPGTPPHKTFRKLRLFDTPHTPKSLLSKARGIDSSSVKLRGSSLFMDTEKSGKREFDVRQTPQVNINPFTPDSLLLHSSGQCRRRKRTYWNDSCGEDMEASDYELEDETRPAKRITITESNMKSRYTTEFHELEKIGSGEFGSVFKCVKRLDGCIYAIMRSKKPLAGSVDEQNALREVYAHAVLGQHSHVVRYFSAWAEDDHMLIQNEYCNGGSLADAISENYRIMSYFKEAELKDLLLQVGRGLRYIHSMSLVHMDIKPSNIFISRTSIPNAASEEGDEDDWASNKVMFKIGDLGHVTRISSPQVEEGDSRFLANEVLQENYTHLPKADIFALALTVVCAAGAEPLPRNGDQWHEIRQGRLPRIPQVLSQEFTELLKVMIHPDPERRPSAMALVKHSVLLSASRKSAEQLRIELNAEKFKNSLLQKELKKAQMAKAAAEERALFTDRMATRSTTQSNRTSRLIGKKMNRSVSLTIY
TNF necrop inh: inhibitors of TNF-alpha triggered necroptosis, primary screen, cell-based, Jurkat FADD-/-, single concentration. 220,000 compounds, 0.068% hits. Jurkat FADD-/- TNF necroptosis rescue, ATP luminescence, 24 h; 0 = TNF only, 100 = no-TNF cells. activation (protection from cell death), % at 10 µM;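 active = activation, meaning protection from cell death, of at least 50% relative to plate controls; inactive = activation below 50%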;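 note: necroptosis triggered by 40 ng/mL TNF-alpha added together with compound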
PGE2 EP2 inh: human EP2 receptor antagonists, primary screen, TR-FRET cAMP, C6 glioma cells; C6 glioma cells expressing human EP2; cells stimulated with saturating PGE2; inhibition, % at 25 µM; 260,000 compounds, 0.52% hits; AID 1422, 2008;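 active = percent inhibition above 40 after rounding to a whole number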;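 note: rat C6 glioma host cells with rolipram phosphodiesterase inhibitor present; the protocol text gives 20 µM as final concentration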
Target sequence (P43116 whole entry, looked up): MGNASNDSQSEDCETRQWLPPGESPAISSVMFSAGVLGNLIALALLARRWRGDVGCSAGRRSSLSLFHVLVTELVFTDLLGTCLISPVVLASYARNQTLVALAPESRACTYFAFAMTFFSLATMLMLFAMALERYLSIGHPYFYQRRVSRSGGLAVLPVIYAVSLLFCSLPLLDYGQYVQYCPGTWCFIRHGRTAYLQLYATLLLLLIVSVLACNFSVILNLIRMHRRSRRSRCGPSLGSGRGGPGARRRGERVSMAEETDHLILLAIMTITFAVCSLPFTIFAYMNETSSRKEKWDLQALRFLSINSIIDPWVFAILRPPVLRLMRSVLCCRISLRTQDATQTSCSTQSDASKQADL
FXIIa inh: human FXIIa protease inhibitors, primary screen, biochemical, 1536-well; 220,000 compounds, 0.3% hits; purified FXIIa, Boc-QGR-AMC fluorogenic substrate, 2 h; Coagulation factor XII (Homo sapiens), P00748; inhibition, % at 5 µM; in the data active = inhibition above about 40%;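 note: 0% = enzyme with no compound and 100% = blank without enzyme; many of its hits are not listed in these tables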
CHOP inhibitor: inhibitors of CHOP promoter induction, primary screen, cell-based, unfolded protein response, luciferase reporter; 220,000 compounds, 3.8% hits; inhibition, % at 10 µM; CHO-K1 CHOP-promoter luciferase, tunicamycin-induced, 15-18 h;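 active = compounds that reduced the stress-induced luciferase reporter signal by more than about 70% of percent inhibition, limit read from the data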;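 note: 0% = tunicamycin plus vehicle and 100% = wells without tunicamycin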
TbHK1 inh: Trypanosoma brucei hexokinase 1 inhibitors, primary screen, biochemical, G6PDH-coupled NADH absorbance, MLSCN library; recombinant TbHK1, G6PDH-coupled NADH A340; hexokinase 1 [Trypanosoma brucei]; AID 1430, 2008; 220,000 compounds, 0.11% hits; inhibition, % at 10 µM;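 active = inhibition of 50% or more in the single-dose primary screen; inactive = inhibition below 50%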
FXIa inh: human FXIa protease inhibitors, primary screen, biochemical, 1536-well | AID 798, 2007 | 220,000 compounds, 0.14% hits | purified FXIa, Boc-Glu-Ala-Arg-AMC fluorogenic substrate | inhibition, % at 5 µM;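 active = inhibition of at least 40%; inactive = inhibition below 40%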;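 note: fluorescence of freed AMC excited at 355 nm; 0% = enzyme without compound and 100% = no enzyme blank; many of its hits are not listed in these tables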
* hit, by the source's call; . = no result given; & = joins results of further samples.

SMILES	PPC-1+TRAIL kill	L929 necroptosis	Wee1 degr inh	TNF necrop inh	PGE2 EP2 inh	FXIIa inh	CHOP inhibitor	TbHK1 inh	FXIa inh
Cc1sc(-n2c(C)cc(C=O)c2C)c(C(=O)O)c1C	10.3	-0.8	4.0	-0.8	4.6	13.8	11.7	-0.3	3.0
O=C(COC(=O)c1cc(=O)[nH]c(=O)[nH]1)Nc1cccc(S(=O)(=O)N2CCOCC2)c1	11.5	0.1	-1.8	-0.5	7.3	8.0	16.1	-4.4	-1.0
CCOC(=O)CSc1nnc(C)n1N	4.7	-0.1	2.1	-2.4	16.8	11.5	26.0	1.5	-1.2
COc1ccc(C(=O)NCc2cn3c(C)csc3n2)cc1OC	-4.1	7.3	1.1	-0.1	.	14.8	35.1	0.5	7.6
O=C(N/N=C/c1ccc(N2CCCCC2)o1)c1ccccc1	16.7	0.4	4.8	2.4	11.5	14.6	-14.6	28.8	5.7
CCn1c2ccccc2c2cc(NC(=O)COc3ccccc3)ccc21	11.3	0.1	0.3	4.1	9.7	10.7	-29.7	-1.9	3.9
CCn1cc(C2=NOC(C(=O)Nc3c(C)nn(Cc4ccc(F)cc4)c3C)C2)c(C)n1 (stereo unspecified)	19.8	0.5	-2.1	0.9	7.6	10.4	-11.9	0.0	-1.7
CCCS(=O)(=O)N1CCN(C(=O)CCC2CCCC2)CC1	30.9	-0.1	1.1	-2.1	11.8	14.3	18.3	3.1	2.9
Cn1c(COc2nnc(-c3ccc(Cl)cc3)c3ccccc23)nc2ccccc21	11.8	-0.1	-1.3	-5.7	.	31.0	-18.6	2.5	20.5
CCOC(=O)C1(CC2CC2)CCN(C(=O)c2cc(OC)nc3ccccc23)CC1	5.6	-0.5	1.7	-0.7	4.7	9.8	39.6	-4.8	1.1
CC(=O)c1ccc(OCC(O)CN2CCN(Cc3ccccc3)CC2)cc1 (stereo unspecified)	23.9	1.5	-0.6	1.1	15.9	5.6	-0.8	0.3	4.1
COC(=O)c1ccccc1C(=O)c1ccc2c(c1)NC(=O)CO2	-4.6	-0.2	-0.7	0.0	3.4	1.7	-12.9	-7.0	-1.1
Cc1cc(SCCOc2ccc(Br)cc2)nc(N)n1	-3.2	-0.7	-2.2	0.6	21.0	-0.6	37.4	-4.0	-0.3
Cc1nc2ccc(-c3nc4ccc(N)cc4[nH]3)cc2[nH]1	47.4	31.5	-1.6	-2.3	21.5	-2.2	34.0	-39.8	-6.8
COCCCn1c(SCC(=O)c2ccccc2)nc2ccccc2c1=O	28.9	-1.8	4.5	-0.6	4.2	11.7	3.2	2.1	7.8
CC(=O)NC(Nc1c(C)n(C)n(-c2ccccc2)c1=O)C(Cl)(Cl)Cl (stereo unspecified)	-7.1	-0.8	0.2	-0.2	3.7	3.2	4.7	-0.1	-2.8
CC(C)(C)OC(=O)N1CCC(C(=O)N2CCC[C@H]2C(=O)O)CC1	-9.4	-0.4	-0.1	-0.7	1.1	-3.0	0.2	1.3	4.7
CC(=O)CC(=O)Nc1ncccn1	2.2	-1.2	1.3	0.5	4.0	10.2	-2.4	3.4	-1.7
Cc1nc2ccc(NC(=S)NC3CCCCC3)cc2nc1C	12.1	6.5	5.2	-2.8	7.7	6.5	-15.9	-11.0	-2.5
COc1ccc(OCc2nnc(NC(=O)Nc3ccccc3F)s2)cc1	5.6	83.4*	-3.2	3.2	8.1	2.5	6.3	-3.8	-4.0
O=C(c1ccccc1)c1cc(-c2ccccn2)c(N2CCOCC2)s1	-26.3	0.6	-0.9	-0.2	9.2	1.3	1.5	-8.2	-1.4
COc1cc(C(=S)N2CCCCC2)ccc1O	-12.6	0.5	3.4	-0.2	15.9	8.8	35.2	-8.1	6.5
CCCCC(CC)CNC(=O)C(Cc1ccccc1)NS(=O)(=O)c1ccc2c(c1)CCC(=O)N2 (stereo unspecified)	.	0.2	0.6	-0.2	9.4	-1.8	33.8	-4.7	6.8
COc1ccc(C[C@H]2CN3C(=NC[C@@H]3C(C)C)N2CCNC(=O)c2ccc(C)c(Br)c2)cc1	16.0	3.1	3.2	-3.6	16.4	25.7	25.7	17.5	6.8
CCOC(=O)C1(Cc2cccc(Cl)c2)CCCN(C(=O)CCC(=O)N(C)C)C1 (stereo unspecified)	4.6	-1.6	1.6	-1.2	3.6	9.3	7.2	-3.7	-3.1
Cc1nn(C)c(Oc2ccccc2)c1CCNC(=O)CC(C)C	39.8	0.1	-1.0	-0.9	5.9	3.9	-8.2	-2.2	0.1
COc1ccc(Cn2c(C)c(C)c(C#N)c2NC(=O)Nc2ccccc2)cc1	-11.6	1.0	-0.8	-1.2	.	4.6	-18.7	0.1	-4.2
CCCCNC(=O)c1nnn(-c2ccccc2)c1N	2.8	-0.3	0.6	0.5	3.9	7.0	-14.1	3.1	3.2
COc1ccc(Nc2ncc3c(n2)CC(c2ccc(OC)cc2)CC3=O)cc1 (stereo unspecified)	13.9	-0.3	-0.2	-0.3	19.2	15.4	-6.1	-0.1	3.8
CCNC(=O)CC1C(=O)N(C)C(=S)N1NC(=O)c1ccc(Cl)cc1 (stereo unspecified)	5.7	-0.2	-3.5	-1.2	14.5	8.6	16.8	-0.3	-2.1
O=Cc1c(N2CCN(c3cccc(Cl)c3)CC2)nc2ccccn2c1=O	-7.8	0.4	0.6	-2.5	27.6	-6.6	0.9	-16.4	-8.0
Cc1nnc2c(NC3CCCC3)nc3ccccc3n12	2.6	2.0	-0.1	-6.4	4.4	28.8	-15.0	-4.8	29.6
CCCCC(=O)Nc1ccc2c(c1)nc(CCN1CCN(C)CC1)n2C	-5.0	1.6	6.3	2.7	7.6	3.6	1.3	-10.4	2.3
O=C(O)c1ccc(/C=C/c2ccc3cccc(O)c3n2)cc1	28.3	25.2	3.9	1.8	8.5	7.1	-2.7	3.4	-2.2
Cc1ccc(C(=O)Nc2sc(C)c(C)c2C(=O)c2ccccc2)cc1	22.9	1.5	3.7	1.7	6.8	8.9	31.9	8.0	4.7
COc1ccc(C(=O)OCC(=O)NC(=O)NC(C)C)cc1OC	-11.3	77.1*	0.2	-0.1	1.1	7.2	5.6	-0.4	0.7
Cc1ccccc1Cn1cccc1/C=C1/C(=N)N2C=CSC2=NC1=O	13.9	1.2	0.9	-1.6	13.8	-9.5	24.6	-6.3	-9.7
COC(=O)c1c(C)[nH]c(C(=O)COC(=O)Cc2ccc3c(c2)OCCO3)c1C	-3.7	0.2	-2.1	-3.6	8.0	5.0	-3.4	1.6	4.2
COc1cccc(OC)c1C(=O)Nc1nnc(-c2cccs2)s1	-9.4	3.0	-4.3	0.0	28.0	12.1	19.7	-21.4	1.0
CCOC(=O)Cn1cc(/C=C(\C#N)C(=O)N2CCOCC2)c2ccccc21	-5.2	-0.3	4.6	1.4	8.6	7.8	-25.9	-35.8	-1.6
Cc1ccc(NC(=O)c2c(NC(=O)CCC(=O)O)sc3c2CCCCC3)cc1	27.5	3.0	-1.1	-1.1	8.9&17.4	10.2	5.8	-5.0	-0.3
COC(=O)c1ccccc1NC(=O)c1ccccc1N(C)S(=O)(=O)c1ccccc1	26.1	-0.3	1.0	0.9	9.4	11.1	4.7	-1.8	6.4
CCCCn1c(NC(=O)C2CCCCC2)nc2ccccc21	18.9	0.8	-2.5	-0.2	11.0	19.6	25.4	20.5	6.5
Cc1cc(C)n(CC(O)Cn2c(C)c(C)c3ccccc32)n1 (stereo unspecified)	-15.5	-0.4	0.8	1.9	9.7	-4.2	2.0	-2.0	-4.0
CCCN1CCN(C(=O)c2nn(-c3ccc(OC)cc3)c(=O)c3c2c2ccccc2n3C)CC1	.	50.7	1.9	-0.3	11.8	11.7	-29.7	-16.9	-2.5
COc1ccc(-c2nc(-c3ccccc3OC)no2)cc1OC	2.5	0.0	3.4	-2.6	10.9	15.6	1.1	-4.8	1.3
COc1ccc(S(=O)(=O)n2ccc(-c3ccc4c(c3)CCC(C)(C)O4)n2)cc1	-0.7	0.2	4.5	0.6	5.5	6.2	9.9	-9.1	3.3
CCC(CC)c1nnc(NC(=O)c2cc([N+](=O)[O-])ccc2N2CCCCC2)s1	19.0	3.0	2.1	0.4	5.2	8.3	-10.5	14.3	4.8
O=C(Nc1ccc2nc(-c3cccnc3)[nH]c2c1)C1CCCCC1	35.2	14.1	3.2	3.0	23.4	19.3	5.9	-9.0	13.1
CCc1ccc2[nH]c(=O)c(CN(CCCN3CCOCC3)C(=O)Nc3cccc(Cl)c3)cc2c1	0.6	1.2	-0.5	-8.0	16.6&16.5	17.8	58.2	-13.5	10.4

The results go on:
SMILES	PPC-1+TRAIL kill	L929 necroptosis	Wee1 degr inh	TNF necrop inh	PGE2 EP2 inh	FXIIa inh	CHOP inhibitor	TbHK1 inh	FXIa inh
COc1cccc(NC(=O)CSc2nc3ccccc3c(=O)n2CCCC(=O)N2CCCC2)c1	-8.0	-0.2	2.5	-1.6	4.8	-2.9	9.5	-6.6	-12.5
CC(CCc1ccccc1)NC(=O)/C=C/c1ccc(F)cc1 (stereo unspecified)	12.0	4.3	-1.5	2.5	6.0	2.8	9.6	-0.2	-5.1
O=C(Nc1ccc(N2CCCC2)cc1)C(Cl)c1ccccc1 (stereo unspecified)	4.7	1.1	1.3	-19.0	23.8	14.6	77.8*	-13.8	-2.5
CCOC(=O)/C=c1\s/c(=C\c2ccc(-c3ccccc3)cc2)c(=O)n1CC(=O)NCc1ccc2c(c1)OCO2	31.3	0.6	-2.3	1.2	2.9	6.7	-8.5	1.5	4.8
Cc1sc(NC(=O)c2ccco2)c(CN2CCN(c3ccc(F)cc3)CC2)c1C	8.7	0.0	6.4	2.9	3.3	57.2*	20.6	-10.8	29.7
Cc1ccc(NC(=O)CS(=O)(=O)c2cn(CC(=O)N3CCOCC3)c3ccccc23)cc1	21.7	0.9	7.3	0.7	7.1	6.8	12.4	-1.0	-7.3
CCOC(=O)N1CCN(S(=O)(=O)c2cc(Br)cc3c2N(C(C)=O)C(C)C3)CC1 (stereo unspecified)	21.3	0.2	-0.2	2.1	14.7	16.3	-32.5	1.5	4.3
CCOC(=O)c1ccc(-c2ccc(/C=N/NC(=O)CN(c3ccccc3Cl)S(C)(=O)=O)o2)cc1	8.6	2.1	-1.9	2.5	4.0	0.0	61.2	-14.5	-7.5
CCCCCCCC(=O)NN1CCOCC1	0.2	-0.4	-2.6	-0.9	8.5	11.6	25.1	-4.8	5.5
NC(=O)C1=C[C@H](c2ccc(C(F)(F)F)cc2)C[C@H](OCCCCO)O1	31.3	-0.5	-2.0	-0.2	4.9	12.1	6.7	-5.1	3.5

Compound profiles, from the list above. Order of values: PPC-1+TRAIL kill	L929 necroptosis	Wee1 degr inh	TNF necrop inh	PGE2 EP2 inh	FXIIa inh	CHOP inhibitor	TbHK1 inh	FXIa inh
CCCCC(CC)CNC(=O)C(Cc1ccccc1)NS(=O)(=O)c1ccc2c(c1)CCC(=O)N2 (stereo unspecified) across the screens: .	0.2	0.6	-0.2	9.4	-1.8	33.8	-4.7	6.8
CCOC(=O)c1ccc(-c2ccc(/C=N/NC(=O)CN(c3ccccc3Cl)S(C)(=O)=O)o2)cc1 across the screens: 8.6	2.1	-1.9	2.5	4.0	0.0	61.2	-14.5	-7.5

Not all compounds are listed (hit frequency here may not be typical).
